p53ts 32C tox = qHTS Screen for Compounds that Selectively Target Cancer Cells with p53 Mutations: Cytotoxicity of p53ts Cells at the Permissive Temperature. H1299-p53A138V at 32C, ATP luminescence viability, 24 h. Potency, µM (top dose mostly 46.1 µM), without a hit: at the highest dose activity change, negative = cytotoxicity, actives largely listed as cytotoxic. 130,000 tested, 0.93% active;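 note: 0% = DMSO and -100% = full killing by reference compound; nearly all actives have a fitted effect of over 55% in size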
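Viability by ATPlite luminescence after 24 h compound treatment (up to 46 uM) at the permissive 32C. Cells are H1299 carrying p53 A138V. Scale runs from DMSO basal to 100 uM tamoxifen as full kill; AC50 from Hill fits.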
IkB signaling = IkB Signaling | 110,000 tested, 0.04% active | Potency, µM (top dose mostly 57.1 µM), inactives show at the top dose IkBa stabilization activation | ABC-DLBCL IkBa-CBG/CBR dual luciferase ratio, 4 h; response scale: scaled: untreated 0%, proteasome inhibitor 100%; active = well fitted curve in the direction sought with a large enough effect in the signal ratio, not every such curve was filed as active; inconclusive = small, poorly fitted or top-dose-only effect, or a change in a side signal; the % refers to the signal ratio;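 note: the direction sought is a rising ratio; 0% = basal untreated cells and 100% = reference inhibitor full response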
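Luminescence ratio of IκBα-fused green versus native red beetle luciferase in OCI-Ly3 cells, 4 h post-doxycycline with compound; red signal alone, scaled from basal (0%) to zero light (-100%), flagged nonspecific or cytotoxic effects.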
Peg3 imprint = qHTS Assay for Compounds that Induce Erasure of Genomic Imprints. mouse ES Peg3-LacZ reporter, beta-gal luminescence, 40 h. Potency, µM (top dose mostly 60.7 µM), without a hit: at the top dose activity change, positive = activation, hits mostly activators. 110,000 tested, 0.02% active;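 note: 0% = negative control wells on the plate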
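Readout: BetaGlo luminescence (5 min, room temp) for LacZ from the normally silent maternal Peg3 allele in female Peg3LacZ-Neo ES cells. Cells 300/well, 40 h, 37C, 5% CO2. Data normalized per plate to negative controls.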
p53ts 39C tox = qHTS Screen for Compounds that Selectively Target Cancer Cells with p53 Mutations: Cytotoxicity of p53ts Cells at the Nonpermissive Temperature; Potency, µM (series often up to 46.1 µM), without a hit: top-dose activity change, negative = cell killing, most hits filed as cytotoxic; H1299-p53A138V viability at 39C, ATP luminescence, 24 h; 130,000 tested, 1.5% active; AID 902, 2007; note: nearly all actives have a fitted effect of over 55% in size
* hit, by the source's call; ? = inconclusive; / = not tested or not shown; [ ] = remark or other dose. Unless noted, calls come from the whole dose curve; as a rule, active = well fitted curve in the direction sought with a large enough effect; inconclusive = small, poorly fitted or top-dose-only effect, or another doubt; inactive = no such curve, though single readings can be large; an effect the other way counts as inactive or inconclusive. Unless noted, % is set by controls: 0 for no effect and ±100 for the full control effect; potency is the fitted concentration of half-maximal effect.

Values run as follows: IkB signaling | p53ts 39C tox | p53ts 32C tox | Peg3 imprint
> COc1ccc(-n2nc(C(=O)NCc3ccc(F)cc3)c3c4ccccc4n(C)c3c2=O)cc1
  0.2% | 8.7% | -7.9% | 19.3%[10.9 µM]
> Cc1c(CCNC(=O)c2c(F)cccc2F)sc2nc(-c3ccc(F)cc3)nn12
  -0.6% | -1.9% | 1.9% | -6.6%[10.9 µM]
> CSc1ncccc1C(=O)OCn1nnc2ccccc2c1=O
  0.8% | 1.4% | 7.7% | -4.6%
> CCOC(=O)c1ccc(N2C(=O)CC(N3CCC(O)(c4ccc(Cl)cc4)CC3)C2=O)cc1 (stereo not drawn)
  0.8% | 7.3% | -9.6% | -12.5%
> CC(=O)NC(Cc1ccc(C)cc1)C(=O)NC1CCN(C(=O)c2cnccn2)CC1 (stereo not drawn)
  1.8% | 9.5% | 0.4% | -8.6%
> O=C(CCc1nnc2n(Cc3ccccc3Cl)c(=O)c3ccccc3n12)Nc1ccccc1
  -1.0% | -17.6% | -1.5% | -5.4%[10.9 µM]
> CCc1nnc(NC(=O)CSc2nnc3scc(-c4ccc(C)cc4)n23)s1
  1.0% | 12.1% | -3.4% | /
> CCCCC(=O)Nc1cc(NC(=O)CCCC)cc(C(=O)O)c1
  -3.5% | 10.5% | 0.4% | -19.3%
> CCN(CC)CCCCn1c(-c2ccccc2)nc2c(NC3CCCCC3)nc(C)nc21
  / | -19.9% | -14.5% | -24.4%
> CCn1c(SCC(=O)N2CCC(C(N)=O)(N3CCCCC3)CC2)nc2ccccc2c1=O
  2.0% | 1.7% | 0.9% | -2.0%
> Cc1cc(C)c2[nH]c(=O)c(CN(Cc3ccc4c(c3)OCO4)Cc3nnnn3C3CCCC3)cc2c1
  5.8% | -23.2% | -5.9% | /
> Cc1cc(=O)[nH]c2nnc(SCc3ccc(Cl)c(Cl)c3)n12
  -1.3% | -8.7% | -6.1% | 25.7%[10.9 µM]
> Cc1cc(NC(=O)CCn2c(=O)sc3ccccc32)no1
  0.6% | 5.3% | -22.6% | 4.0%
> N#Cc1c2n(c3c(=O)n(Cc4ccc(Cl)cc4)cnc13)CCCC2
  -1.0% | 9.8% | 2.1% | -2.0%
> COc1ccc(S(=O)(=O)N2CCC(C(=O)N3CCCCCC3)CC2)cc1
  0.7% | -9.4% | -4.4% | -8.6%
> Cc1ccc2[nH]c3c(c2c1)CN(C(=O)CN1CCSCC1)CC3
  1.5% | 4.5% | 3.1% | -17.1%
> O=C(NCc1ccc2c(c1)OCO2)C1COc2ccccc2O1 (stereo not drawn)
  / | 7.2% | 11.3% | /
> CCOC(=O)c1[nH]c(C)c(/C(O)=C2\C(=O)C(=O)N(CCN(C)C)C2c2ccco2)c1C (stereo not drawn)
  -1.6% | 6.0% | 2.3% | -3.2%
> COc1ccc(NC(=O)COCc2cc(-c3ccco3)on2)cc1
  0.0% | 19.4% | 8.8% | -6.3%[10.9 µM]
> O=C(NCCOC(=O)C1COc2ccccc2O1)C1COc2ccccc2O1 (stereo not drawn)
  9.2% | 1.4% | -1.0% | -8.6%
> COC(=O)c1cnn(-c2ccc(C(=O)Nc3ccc(OC(F)(F)F)cc3)cc2)c1N
  ? | 2.3% | -6.1% | 23.8%[10.9 µM]
> CCOC(=O)N1CCC(NC(=O)CSCc2nc(-c3sccc3C)oc2C)CC1
  0.9% | -2.1% | 10.2% | 1.8%
> COCCNC(=O)C(c1ccc(F)cc1)N(Cc1ccco1)C(=O)CCC(=O)Nc1nccs1 (stereo not drawn)
  1.9% | 1.1% | 11.9% | 9.6%
> COc1ccc2[nH]cc(CCNc3ncnc4ccc(-c5ccccc5OC)cc34)c2c1
  -3.4%[11.4 µM] | -26.2% | -8.6% | -10.5%
> CCCOc1ccc(CNC(=O)CCCn2nc(C)c3sc4ccccc4c3c2=O)cc1
  ? | ? | ? | -52.3%[inhibitor][10.9 µM]
> Cc1nn(-c2nc3ccccc3s2)c(N)c1-c1ccccc1
  ? | ? | ? | -36.0%[inhibitor]
> COc1ccc(-c2nc3ccccc3s2)cc1NC(C)=O
  -0.6% | ? | ? | 16.0%[10.9 µM]
> O=C(COc1cccc(-n2cnnn2)c1)N1CCOCC1
  2.1% | -3.0% | 3.2% | -4.4%
> COc1cc(NC(=O)CS(=O)(=O)c2ccccc2)cc(OC)c1OC
  1.4% | -4.8% | 4.8% | -7.0%
> CNC(=O)C1(C)C=CC2(CCCCC2)N1C(=O)OC (stereo not drawn)
  / | 5.2% | -1.3% | -4.4%
> O=C(Cn1c(=O)oc2ccccc21)NCc1ccco1
  -1.1% | -4.4% | -3.4% | -8.3%
> COc1ccccc1N1CCN(c2nc3ccccc3n3cnnc23)CC1
  ? | -21.4% | -5.2% | -6.0%[10.9 µM]
> CC(C)c1ccc(NC(=O)C2CCCN(S(=O)(=O)c3cccc4cccnc34)C2)cc1 (stereo not drawn)
  -0.8% | -3.0% | -7.5% | -18.4%[10.9 µM]
> N#Cc1c(-c2cccs2)cc(-c2cccnc2)nc1N
  0.0% | 15.2% | 14.3% | -7.1%
> O=C(OCC#CCSc1nc2ccccc2o1)c1ccco1
  -1.8% | -4.0% | 3.7% | -21.6%
> CCc1ccc2ncc3c(-c4ccc(C)cc4)nn(CC(=O)NCc4ccccc4)c3c2c1
  -2.5% | -3.9% | -5.1% | -5.6%[10.9 µM]
> CCc1cccc(CC)c1NC(=O)C(CC)n1nc(C)n2c(cc3cc(C)ccc32)c1=O (stereo not drawn)
  -1.0% | -8.1% | -3.7% | -13.0%[10.9 µM]
> NC(=O)CC(NC(=O)OCc1ccccc1)C(=O)O (stereo not drawn)
  -0.3% | 2.6% | -0.5% | -6.6%
> Cc1ccccc1Cn1c(CN2CCC(C(=O)NCCc3ccccc3)CC2)cc2ccccc21
  -1.9% | -11.5% | 13.9% | -15.1%[10.9 µM]
> Cc1cc(C)cc(-n2nnnc2SCC(=O)Nc2cccc(NC(=O)c3ccco3)c2)c1
  ? | -20.4% | -4.0% | -29.4%
> O=C(c1cnccn1)N1CCC[C@@]2(CCN(Cc3nccs3)C2)C1
  -0.6%[11.4 µM] | 5.8% | -6.5% | /
> CSC1=N/C(=C\C=C\c2cccs2)C(=O)S1
  0.3% | -2.0% | -7.3% | -8.5%
> O=C(O)CN1C(=O)Nc2ccc(Br)cc2C1c1ccccc1 (stereo not drawn)
  0.7% | 4.2% | 9.7% | -4.4%
> CN1CCN(CCCNC(=O)c2cnn(-c3ccccc3)c2C2CCN(C(=O)OC(C)(C)C)CC2)CC1
  -0.7% | -1.7% | -8.6% | -5.7%[10.9 µM]
> Cc1ccc(-n2ncc(C#N)c2/N=C/N2CCOCC2)cc1
  9.0% | -0.7% | 3.8% | -18.2%
> O=C(CN1C(=O)CCSc2ccccc21)Nc1ccc(C(F)(F)F)cc1
  ? | ? | 2.5% | -6.6%[10.9 µM]
> Cc1ccc(Cl)c2sc(N3CCN(C(=O)C4CC4)CC3)nc12
  ? | -8.4% | -5.8% | -5.4%[10.9 µM]
> CCCNc1ncccc1C(N)=O
  0.3% | 6.0% | 6.8% | -2.0%
> O=C(COc1ccccc1Br)c1ccc(O)cc1O
  ? | 7.4% | -5.3% | -12.4%
> CC1(C)CC(=O)C(C=NCC2CCCO2)=C(O)C1 (stereo not drawn)
  0.1% | 9.7% | 2.5% | -2.2%
> COCc1cc(C)nc(SCC(=O)NCc2ccco2)c1C#N
  -0.6% | 8.7% | 21.4% | -9.9%
> COc1ccccc1C(=O)NC(C)C(c1cccs1)N1CCOCC1 (stereo not drawn)
  0.2% | -9.6% | 5.1% | -10.0%
> O=C(COc1ccccc1F)NC1CC(=O)N(c2ccc3c(c2)OCCO3)C1 (stereo not drawn)
  0.7% | -11.7% | -5.2% | -7.4%[10.9 µM]
> Cc1cccc(-c2nc(CSCC(=O)N3CCN(c4ccccc4)CC3)c(C)o2)c1
  6.4% | -20.6% | -6.4% | 12.4%[10.9 µM]
> C=C1CC2C=C(NC(C)=O)CC(C1)C2 (stereo not drawn)
  6.9% | 5.8% | -12.1% | -1.3%
> O=C(O)c1ccccc1C(=O)NCc1ccc(F)cc1
  1.6% | 7.8% | 2.5% | -3.0%
> Oc1c(C(c2ccccc2Cl)N2CCCC2)sc2nc(-c3ccco3)nn12 (stereo not drawn)
  3.3% | -0.6% | -11.9% | -6.3%[10.9 µM]
> CCn1c(SCC(=O)Nc2cc(OC)ccc2OC)nnc1C1CCCCC1
  4.2% | -5.6% | -3.5% | -13.2%
> CCOC(=O)Nc1cccc(Cl)c1C
  -1.9% | 5.2% | -2.7% | -7.2%
> COCC(=O)N(C)C1(c2nnnn2CCOC(=O)Nc2ccc(Cl)cc2)CCCC1
  -4.6% | -2.5% | 8.1% | -2.1%

Reprinted at random: 5 records from the list
Values run as follows: IkB signaling | p53ts 39C tox | p53ts 32C tox | Peg3 imprint
> Cc1cccc(-c2nc(CSCC(=O)N3CCN(c4ccccc4)CC3)c(C)o2)c1
  6.4% | -20.6% | -6.4% | 12.4%[10.9 µM]
> O=C(COc1ccccc1F)NC1CC(=O)N(c2ccc3c(c2)OCCO3)C1 (stereo not drawn)
  0.7% | -11.7% | -5.2% | -7.4%[10.9 µM]
> Cc1ccc(Cl)c2sc(N3CCN(C(=O)C4CC4)CC3)nc12
  ? | -8.4% | -5.8% | -5.4%[10.9 µM]
> C=C1CC2C=C(NC(C)=O)CC(C1)C2 (stereo not drawn)
  6.9% | 5.8% | -12.1% | -1.3%
> COCc1cc(C)nc(SCC(=O)NCc2ccco2)c1C#N
  -0.6% | 8.7% | 21.4% | -9.9%

Next results follow.
Values run as follows: IkB signaling | p53ts 39C tox | p53ts 32C tox | Peg3 imprint
> COCCN1CN=C(Nc2nc(C)c3ccc(C)cc3n2)NC1
  0.8% | 4.7% | -6.9% | -26.7%
> O=C(O)CCCC(=O)Nc1ccccc1Br
  -1.4% | 0.3% | 4.3% | -5.8%
> CCCNC(=O)c1ccc2c(c1)nc1n2CCCCC1
  ? | 6.31µM* | 12.6µM* | -48.1%[inhibitor][10.9 µM]
> CCOc1cc(NC(=O)C2CCCO2)c(OCC)cc1NC(=O)C1CC1 (stereo not drawn)
  -0.2% | 7.0% | 7.5% | -3.8%
> CC(=O)c1cccc(NS(=O)(=O)c2cc(-c3cnc(C4CC4)o3)ccc2C)c1
  25.9% | -20.3% | 14.0% | -8.7%[10.9 µM]
> CCCN(CCC)CCNC(=O)C(NS(=O)(=O)c1ccc2c(c1)CCC(=O)N2)c1ccccc1 (stereo not drawn)
  0.3% | 6.5% | 2.9% | -7.1%
> N#Cc1nc(Cc2ccccc2)oc1NCCN1CCOCC1
  1.2% | 11.5% | -2.8% | -10.5%
> CCN(CC)C(=O)CSc1nc(-c2ccccc2F)nc2c1Cc1c(CO)cnc(C)c1O2
  2.8% | -6.6% | 1.8% | 22.7%[10.9 µM]
> O=C(CSc1nnc(-c2ccc(F)cc2)o1)c1ccc2c(c1)OCCO2
  0.8% | -4.1% | -0.2% | -3.2%
> CCOC(=O)Nc1sc2c(c1C(=O)OCC)CCC2
  -1.5% | -2.2% | 3.8% | -8.4%
> CCc1ccccc1NC(=O)CC(O)(C(=O)OC)C(F)(F)F (stereo not drawn)
  1.3% | 9.3% | 4.0% | -1.2%
> CCCc1c(OCCCOc2ccc(OCC(=O)O)cc2)ccc(CC=O)c1O
  ? | -2.2% | 1.8% | -8.0%
> O=C(Nc1ccccc1)N1CCCC2(CCN(C(=O)c3cccc(F)c3)CC2)C1
  -0.3%[11.4 µM] | 16.9% | 2.0% | /
> CCOC(=O)c1ccc(NC(=O)CSc2nnc(Cn3c(=O)sc4ccccc43)n2C)cc1
  -1.7% | -20.1% | -16.0% | -11.9%
> COC(=O)N1CCC2(CC1)CN(c1ccc(-c3ccccc3)cc1)C2
  10.9%[11.4 µM] | -14.3% | -15.1% | /
> COc1ccc(-c2noc(-c3ccc(N4CCN(C)CC4)c([N+](=O)[O-])c3)n2)cc1OC
  4.5% | -2.0% | 0.2% | -8.0%[10.9 µM]
> CCOC(=O)Cn1c(=O)n(CC2CCCO2)c2nc(-c3ccccc3F)nc(C(N)=O)c21 (stereo not drawn)
  0.0% | -19.7% | 7.3% | 11.8%[10.9 µM]
> CCOc1ccc(CNC(=O)c2ccccc2NC(=O)c2nsc3ccccc23)cc1
  2.4% | 10µM* | ? | ?
> CCCCOC(=O)Nc1ccc(S(=O)(=O)Nc2cc(C)nc(C)n2)cc1
  -1.1% | -0.7% | 2.9% | -9.2%
